Screens from PubChem BioAssay.
TrxR1 substrate = substrates of rat thioredoxin reductase 1; hit rate 0.01% among 390,000; Potency, µM (highest dose often 114 µM), inactives show top-dose activity change, negative = substrate turnover; purified TrxR1 substrate turnover, NADPH consumption readout; O89049; further: on the % scale 0 is the no-effect control and ±100 the full control effect; nearly all actives have a fitted effect of over 50% in size
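Rat TrxR1, dispensed at 90 nM, was prereduced with 400 uM NADPH (final) for 5 min at ~22 deg C, then incubated with compound 15 min before 400 uM selenite. A first-read NADPH fluorescence drop versus no-compound background flagged substrates.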
USP1-UAF1 inh = inhibitors of human USP1/UAF1 deubiquitinase. recombinant USP1/UAF1, Ub-Rhodamine cleavage fluorescence. AID 743255. hit rate 0.23% among 390,000. O94782. Potency, µM (top dose mostly 57.1 µM), inactives show at the highest dose activity change, negative = inhibition, actives largely listed as inhibitors; further: on the % scale 0 is the no-effect control and ±100 the full control effect; nearly all actives have a fitted effect of over 60% in size; inactives centre near -12
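In this screen, compounds sit with the deubiquitinase complex (1nM) for 15 min at room temperature before Ub-Rho is added at 150nM final. Fluorescence rise is then followed for 6 reads every 60 seconds.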
RGS4 inhibitor = human RGS4 inhibition | Transcreener GDP fluorescence polarization, RGS4-accelerated GTP hydrolysis | Potency, µM (series often up to 114 µM), for inactives: top-dose activity change, negative = inhibition, hits mostly inhibitors | hit rate 0.039% among 390,000; further: on the % scale 0 is the no-effect control and ±100 the full control effect; nearly all actives have a fitted effect of over 75% in size; some results filed as inactive show a strong effect at the top dose
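MLSMR compounds (23 nl, pin-transferred) preincubated 10 min at room temperature with a 500nM (2x) first reagent, then RGS4 at 900nM (2x) plus Transcreener GDP mix added; fluorescence polarization (620/688 nm) read before and after 90 min at 30 °C.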
TrxR1 inh = inhibitors of rat thioredoxin reductase 1; recombinant rTrxR1, NADPH fluorescence consumption, selenite substrate; Potency, µM (highest dose often 114 µM), for the others: at the highest dose activity change, negative = inhibition, hits mostly inhibitors; hit rate 1% among 390,000; O89049; further: on the % scale 0 is the no-effect control and ±100 the full control effect; nearly all actives have a fitted effect of over 65% in size
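Rat TrxR1 (90 nM in the dispensed reagent) was pre-reduced with 400 uM NADPH for 5 min at room temperature, then incubated with compound for 15 min. After 400 uM selenite was added, NADPH fluorescence (Ex 340/Em 450 nm) was followed for 8 min.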
IDH1 R132H inh = blocks human mutant IDH1 R132H enzyme | O75874 | hit rate 0.093% among 390,000 | IDH1-R132H enzyme, NADPH consumption, diaphorase/resazurin fluorescence | Potency, µM (highest dose often 76.6 µM), without a hit: at the highest dose activity change, negative = inhibition, most hits filed as inhibitors; further: on the % scale 0 is the no-effect control and ±100 the full control effect; nearly all actives have a fitted effect of over 65% in size
Target sequence (O75874 whole entry R132H, stated change not applied): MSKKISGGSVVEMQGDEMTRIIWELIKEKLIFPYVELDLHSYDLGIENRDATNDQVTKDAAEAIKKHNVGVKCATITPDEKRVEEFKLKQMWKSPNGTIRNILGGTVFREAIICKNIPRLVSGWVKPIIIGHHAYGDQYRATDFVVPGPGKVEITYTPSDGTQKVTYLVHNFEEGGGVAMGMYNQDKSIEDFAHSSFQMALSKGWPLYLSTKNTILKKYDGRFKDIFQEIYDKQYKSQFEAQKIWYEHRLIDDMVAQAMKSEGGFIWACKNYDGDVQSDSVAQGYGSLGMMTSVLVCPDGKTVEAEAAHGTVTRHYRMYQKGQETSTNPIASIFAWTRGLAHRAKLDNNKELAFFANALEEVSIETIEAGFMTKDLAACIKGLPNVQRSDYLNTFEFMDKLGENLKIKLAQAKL
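IDH1-R132H (0.5 ug/mL) preincubated 30 min with compound, then NADPH (0.016 mM) and alpha-KG (2 mM) added; 80 min at RT, pH 7.5. Remaining NADPH coupled via diaphorase/resazurin to fluorescence (540/590 nm); concentration-response curves normalized to no-enzyme control.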
Vif-A3G inh = inhibitors of Vif-APOBEC3G interaction. Q9HC16. Potency, µM (titrated, usually from 46.1 µM), without a hit: at the highest dose activity, negative = active, most hits filed as inhibitors. HeLa A3G-eYFP + Vif (tagged APOBEC3G with the HIV-1 protein that degrades it), YFP fluorescence, overnight. hit rate 0.076% among 410,000;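 further: on the % scale 0 is the no-effect control and ±100 the full control effect; nearly all actives have a fitted effect of over 60% in size; hits raise eYFP signal because A3G escapes Vif-driven loss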
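HeLa cells stably expressing Vif and C-terminally eYFP-tagged A3G, seeded overnight at 37 deg C, then exposed to compound by pintool overnight at 37 deg C. Rise in yellow fluorescence (Ex 488/Em 500-530, Acumen) marks blocked Vif-driven A3G degradation.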
RXFP1 agonist = agonists of human relaxin receptor RXFP1. Q9HBX9. HEK293T-RXFP1 cAMP TR-FRET, 30 min; response scale: percent of porcine relaxin response, buffer zero. Potency, µM (highest dose often 57.5 µM), for the others: at the highest dose activation, hits mostly activators. hit rate 0.3% among 370,000. AID 2676; further: on the % scale 0 is the no-effect control and ±100 the full control effect; nearly all actives have a fitted effect of over 60% in size; many of its hits are not listed in these tables
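HEK293T cells stably expressing RXFP1 were pretreated with the PDE4 inhibitor Ro 20174, exposed to compounds for 30 min at 37C, lysed, and cAMP was read by TR-FRET. Data normalized to buffer (basal) and 29 nM porcine relaxin (100%).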
ALOX12 inh = blocks human arachidonate 12S-lipoxygenase. P18054. purified 12hLO, xylenol orange hydroperoxide absorbance. Potency, µM (titrated, usually from 108 µM), for inactives: at the highest dose activity change, negative = inhibition, actives largely listed as inhibitors. hit rate 1.1% among 580,000. AID 1671190; further: on the % scale 0 is the no-effect control and ±100 the full control effect
Target sequence (P18054 whole entry, looked up): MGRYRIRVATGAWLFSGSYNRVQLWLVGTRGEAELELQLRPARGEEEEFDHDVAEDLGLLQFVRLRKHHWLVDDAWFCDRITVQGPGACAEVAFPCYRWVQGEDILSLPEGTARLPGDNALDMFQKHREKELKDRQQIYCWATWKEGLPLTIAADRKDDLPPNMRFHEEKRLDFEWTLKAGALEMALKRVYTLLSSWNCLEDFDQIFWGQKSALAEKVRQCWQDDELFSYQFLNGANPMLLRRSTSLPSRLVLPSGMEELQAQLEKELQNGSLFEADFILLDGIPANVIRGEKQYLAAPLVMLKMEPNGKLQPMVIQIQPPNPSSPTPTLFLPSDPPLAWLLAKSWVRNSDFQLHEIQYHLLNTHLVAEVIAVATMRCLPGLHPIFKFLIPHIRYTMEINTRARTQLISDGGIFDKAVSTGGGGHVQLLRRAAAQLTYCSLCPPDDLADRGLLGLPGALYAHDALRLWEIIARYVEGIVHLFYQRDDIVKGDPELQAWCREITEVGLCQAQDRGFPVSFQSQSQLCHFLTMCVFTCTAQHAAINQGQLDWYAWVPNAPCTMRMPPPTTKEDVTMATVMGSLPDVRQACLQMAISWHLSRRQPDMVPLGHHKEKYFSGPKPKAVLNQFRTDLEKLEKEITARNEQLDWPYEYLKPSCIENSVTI
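Purified human 12hLO (150 nM final) in 25 mM Hepes, 0.01% Triton X-100, pH 7.0 was preincubated 15 min at room temperature with compound. Then 40 uM arachidonic acid was added, 30 min. Hydroperoxide was read by Fe-XO absorbance ratio 573/405 nm.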
Vif-APOBEC3F blk = blocks the Vif interaction with APOBEC3F; HeLa A3F-eYFP + Vif (tagged APOBEC3F with the HIV-1 protein that degrades it), YFP fluorescence increase; Potency, µM (top dose mostly 46.1 µM), inactives show top-dose activity, negative = active; hit rate 0.2% among 390,000; AID 602313; further: % of control where 0% means no effect; nearly all actives have a fitted effect of over 65% in size
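HeLa cells stably expressing Vif plus C-terminally eYFP-tagged A3F were seeded, incubated overnight at 37 deg C, dosed with compound, incubated overnight again at 37 deg C. Yellow fluorescence (Ex 488/Em 500-530) reported blocked Vif-mediated A3F-eYFP degradation.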
* = called active by the depositor; ? = inconclusive; nt = not tested or not shown; [ ] = another dose, or the depositor's remark. The call rests on the fitted dose curve; in most records, active means well fitted curve in the direction sought with a large enough effect; inconclusive means small, poorly fitted or top-dose-only effect, or another doubt; inactive means no such curve, though single readings can be large; an effect the other way counts as inactive or inconclusive. Potency means the concentration at half of the fitted maximal effect. This is a subset, so the mix of outcomes need not match the whole.

# | molecule | TrxR1 substrate | USP1-UAF1 inh | RGS4 inhibitor | TrxR1 inh | IDH1 R132H inh | Vif-A3G inh | RXFP1 agonist | ALOX12 inh | Vif-APOBEC3F blk
1 | CC(C)(C)NC(=O)C1CCN(S(=O)(=O)c2cccc3nsnc23)CC1 | -2% | -20% | 12% | 15% | 16% | 3% | 1.1% | -2% | -1%
2 | C/C(=N\NC(=O)c1cccc(S(=O)(=O)N2CCOCC2)c1)c1ccco1 | -5% | -17% | 20% | -5% | 4% | 1% | -1.0% | -2% | -26%
3 | COc1ccc(-c2nc(C)ncc2-c2ccccc2)c(O)c1 | -10% | -15% | -5% | -1% | -9% | 1% | 0.1% | 0% | 2%
4 | COC(=O)c1c(NC(=O)COC(=O)[C@@H](NS(=O)(=O)c2ccc(C)cc2)C(C)C)sc2c1CCC2 | -2% | -3% | 0% | -4% | -3% | 0% | 0.7% | 0% | -12%
5 | Cc1nn(-c2ccccc2)c(C)c1C(=O)OCC(=O)Nc1ccccc1Cl | nt | -15% | nt | nt | -3% | 1% | nt | -11% | -1%
6 | Cc1c(C(=O)O)cccc1[N+](=O)[O-] | 5% | -9% | -2% | 10% | 1% | 1% | -0.5% | -7% | -9%
7 | O=C(c1ccc(S(=O)(=O)N2CCOCC2)cc1)N(c1ccccn1)C1CCCCC1 | -3%[0.0914 µM] | -1% | 19% | 22% | 1% | 1% | -3.2% | 13% | -25%
8 | COc1ccc2oc(C(=O)OCC(=O)Nc3cc(S(=O)(=O)N4CCOCC4)ccc3OC)c(C)c2c1 | 24% | -8% | -5% | 14% | 0% | -6% | 4.5% | -55% | 5%
9 | COc1cc(Nc2c3ccccc3nc3ccccc23)cc(OC)c1OC | -1% | -19% | -6% | 9% | 3% | -8% | -4.2% | -13% | 18%
10 | Cc1ccc(C)c(S(=O)(=O)c2nnn3c2nc(N2CCCC2)c2sccc23)c1 | -2% | -7% | -15% | 3% | 3% | 1% | 8.1% | ? | -8%
11 | COc1ccc(/C=C\C(=O)NCc2ccc3c(c2)cc(C)n3C)cc1OC | 10% | -4% | -8% | -7%[57.1 µM] | -1% | 0% | 12% | -19% | -13%
12 | Cc1ccc(CNC(=O)Cn2cc(C(=O)c3ccc(F)cc3)c(=O)c3ccc(C)nc32)cc1 | -2% | -9% | -3% | 24% | -14% | -2% | ? | ? | -26%

Limited to IDH1 R132H inh and RGS4 inhibitor, for some of the entries so far:
cpd	Compound	IDH1 R132H inh	RGS4 inhibitor
12	Cc1ccc(CNC(=O)Cn2cc(C(=O)c3ccc(F)cc3)c(=O)c3ccc(C)nc32)cc1	-14%	-3%
5	Cc1nn(-c2ccccc2)c(C)c1C(=O)OCC(=O)Nc1ccccc1Cl	-3%	nt
3	COc1ccc(-c2nc(C)ncc2-c2ccccc2)c(O)c1	-9%	-5%
11	COc1ccc(/C=C\C(=O)NCc2ccc3c(c2)cc(C)n3C)cc1OC	-1%	-8%

Going on with the list:
# | molecule | TrxR1 substrate | USP1-UAF1 inh | RGS4 inhibitor | TrxR1 inh | IDH1 R132H inh | Vif-A3G inh | RXFP1 agonist | ALOX12 inh | Vif-APOBEC3F blk
13 | CC1CCN(c2ccc3nnc(CCC(=O)NCc4ccco4)n3n2)CC1 | -3% | -21% | 3% | 5% | -7% | -1% | 17% | -4% | -1%
14 | O=c1c2ccccc2nnn1CSc1ccccc1F | -1% | -19% | 6% | 7% | 5% | -2% | 0.2% | -8% | 3%
15 | Cc1ccc(C(=O)N2CCC(C(=O)NC3CCCCCC3)CC2)cc1 | 6% | -5% | 11% | 16% | -1% | 0% | 1.3% | 15% | -1%
16 | CCC/C=C1/CCCOC(C(=O)NCC2CC2)(C(F)(F)F)C1 (stereo not given) | -3% | nt | 6% | 0% | nt | 0% | nt | nt | nt
17 | COc1ccc(N2C(=O)CC(C3CCCO3)C2=O)cc1 (stereo not given) | 8%[57.1 µM] | -7% | -18% | 8%[57.1 µM] | -5% | -1% | 1.1% | 0% | -3%
18 | Cc1ccc(Nc2nc3ccc(C)cc3nc2-n2nc(C)cc2C)c(C)c1 | 0% | -23% | -5% | -3% | -7% | 1% | 12% | -18% | -6%
19 | COc1ccc(N2C(=O)CSC2c2ccc([N+](=O)[O-])cc2)cc1 (stereo not given) | -2%[11.4 µM] | -22% | 16% | 1%[11.4 µM] | 3% | 0% | -2.2% | 11% | -4%
20 | COCCSc1ccccc1C(=O)N1CCCC(C)C1 (stereo not given) | 2% | -10% | -29% | 29% | -7% | -1% | 2.2% | -6% | -6%
21 | Cc1nn(-c2ccc(N3CCCC3)nn2)c(C)c1CCC(=O)N1CCN(c2ccccc2)CC1 | -1%[57.1 µM] | -24% | 1% | 17%[57.1 µM] | 18% | 4% | 0.6% | -11% | 9%
22 | CCC1(C)Cc2c(sc3c2c2ncnn2c2nnc(SCC(=O)NCc4ccco4)n32)CO1 (stereo not given) | -2% | -15% | 0% | ? | -1% | ? | ? | 28% | -3%
23 | COc1ccc(N(C)C(=S)Nc2ccc3nc(C)c(C)nc3c2)cc1 | -12% | -11% | -27% | -30% | -7% | 1% | 0.7% | -19% | 2%
24 | O=C(NCc1ccco1)C1(c2ccc(Br)cc2)CCCC1 | 9% | -9% | -8% | 20% | 3% | 0% | 0.3% | -12% | -1%
25 | Clc1ccc(Nc2ncnc3ccc(Br)cc23)cc1 | 19%[57.1 µM] | -14% | -15% | 48%[activator][57.1 µM] | 6% | 1% | 1.0% | ? | -3%
26 | Cc1cc(=O)[nH]c(N/N=C/c2ccc(-c3ccc(F)cc3)o2)n1 | 6% | -12% | ? | -1% | 3% | -3% | -0.2% | -7% | -11%
27 | O=c1c2[nH]c3ccc(F)cc3c2ncn1CCCn1ccnc1 | 10% | -14% | 9% | -18% | 5% | 1% | 0.7% | 0% | -4%
28 | O=S(=O)(c1ccc(N2CCCC2c2nc3ccccc3s2)nc1)N1CCOCC1 (stereo not given) | -8% | -7% | -5% | -9% | 0% | -7% | 1.2% | 63%[activator] | 8%
29 | Cc1ccc(NC(=O)C2CCCN(C(=O)c3ccc(Cl)cc3)C2)c(C)c1 (stereo not given) | 2%[57.1 µM] | 0% | 8% | 6%[57.1 µM] | -4% | 1% | -2.6% | -16% | -2%
30 | Cn1c(N)c(S(=O)(=O)N2CCN(c3cccc(Cl)c3)CC2)c(=O)n(C)c1=O | 2% | -23% | 1% | 16% | 12% | -6% | -1.7% | -5% | 2%
31 | CCC(=O)N1CCCc2cc(S(=O)(=O)NCc3cccs3)ccc21 | -9%[57.1 µM] | 3% | 11% | -11%[57.1 µM] | 5% | 3% | 0.9% | 30%[activator][57.4 µM] | -5%
32 | CCOC(=O)c1ccccc1NC(=O)c1ccc(Cl)c(S(=O)(=O)N2CCOCC2)c1 | 10%[57.1 µM] | -1% | 20% | 11%[57.1 µM] | -3% | -1% | nt | -15% | -3%
33 | C/C(CCc1ccc2c(c1)OCO2)=N\NC(=S)NC(C)C | 7% | -16% | -32% | 9% | 5% | 1% | -0.6% | ? | 13µM*
34 | CCn1c(SCC(=O)NC2CCCCC2)nnc1-c1ccccn1 | 4% | -10% | 7% | 35%[activator] | -3% | 10% | 6.7% | 363%[activator] | -19%
35 | COC(=O)[C@]1(C)N[C@H](c2ccc(SC3CCCCC3)c(OC)c2)[C@@H]2C(=O)N(C)C(=O)[C@@H]21 | 9%[57.1 µM] | -28% | -5% | 14% | -4% | 1% | -0.3% | -6% | 4%
36 | O=S(=O)(c1ccc(N2CCN(c3ccc(F)cc3)CC2)cc1)N1CCCC1 | 7% | -15% | -2% | 15% | -1% | 1% | 0.9% | 0% | -11%
37 | Clc1ccc(C(CCN2CCCC2)Cc2ccccc2)cc1 (stereo not given) | 2% | -19% | -6% | 8% | -2% | 7% | 0.0% | 0% | 7%
38 | Cc1ccccc1C(=O)NNC1CC(=O)N(c2ccc3c(c2)OCCO3)C1=O (stereo not given) | -7% | -17% | -26% | -6% | -2% | 1% | -0.3% | 10% | 0%
39 | CC(C)Oc1ccc(C(=O)Nc2cc(S(=O)(=O)N3CCOCC3)ccc2N2CCOCC2)cc1 | -2% | -6% | 15% | 7% | -1% | -26% | 0.4% | -17% | 10%
40 | O=C(O)CN1CCc2ccccc2C1 | 11%[57.1 µM] | -9% | -11% | 21%[57.1 µM] | -2% | 0% | 0.4% | -2% | -16%
41 | Cc1cc(C)cc(OCC(=O)Nc2ccccc2C(=O)NCc2ccco2)c1 | 14%[57.1 µM] | -2% | 7% | 0%[57.1 µM] | -3% | -12% | 0.5% | 0% | -9%
42 | C[C@]1(C2CCCC2)Cc2cc(OCC(=O)O)c(Cl)c(Cl)c2C1=O | 5% | -19% | -3% | 8% | 12% | 3% | nt | -3% | 5%
43 | CCCCNc1nc2c(c(=O)n(Cc3ccc(Cl)c(Cl)c3)c(=O)n2C)n1C | 2% | -26% | -13% | 9% | -11% | -14% | 6.0% | -15% | -14%
